High-throughput results as filed in PubChem.
KDM4E inh – qHTS Assay for Inhibitors of Human Jumonji Domain Containing 2E (JMJD2E); JMJD2E catalytic domain, FDH-coupled NADH fluorescence (FDH is formaldehyde dehydrogenase); Potency, µM (series often up to 57.1 µM), for the others: at the highest dose activity change, negative = inhibition, most hits filed as inhibitors; hit rate 1.6% among 230,000; active = well fitted inhibition curve with a large enough effect, not every such curve was filed as active; inconclusive = small, poorly fitted or top-dose-only effect, or another doubt; inactive = no such curve, though single readings can be large or run the other way;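 also: 0% = wells with enzyme and -100% = buffer wells without enzyme; nearly all actives have a fitted effect of over 50% in size; many of its hits are not listed in these tables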
Target sequence (B2RXH2 1-337 limits assumed): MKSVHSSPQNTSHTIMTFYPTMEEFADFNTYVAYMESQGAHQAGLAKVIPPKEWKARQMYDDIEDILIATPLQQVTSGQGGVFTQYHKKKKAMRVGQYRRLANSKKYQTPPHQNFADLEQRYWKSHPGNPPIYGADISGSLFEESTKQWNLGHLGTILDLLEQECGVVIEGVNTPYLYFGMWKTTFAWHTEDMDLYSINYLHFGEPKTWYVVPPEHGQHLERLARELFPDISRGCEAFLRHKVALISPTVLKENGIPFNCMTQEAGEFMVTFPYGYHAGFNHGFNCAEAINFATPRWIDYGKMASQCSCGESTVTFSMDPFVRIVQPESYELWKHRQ
Tau fluor counter – Counterscreen qHTS for Inhibitors of Tau Fibril Formation, Fluorescence Polarization. AID 1463, 2008. hit rate 0.93% among 280,000. tau K18 P301L Alexa594 fluorescence, heparin fibrillization. Potency, µM (top dose mostly 57.7 µM), for the others: at the top dose activity change, negative = decrease; also: % is scaled to controls: 0 for no effect and ±100 for the full control effect; nearly all actives have a fitted effect of over 55% in size
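Human K18 P301L tau (15 uM unlabeled plus 0.24 uM Alexa 594-labeled, final) in 100 mM sodium acetate pH 7 was mixed with compound and 20 uM heparin and incubated 6 hr at 37 C.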
HTT aggregate – qHTS Multiplex Assay to Identify Dual Action Probes in a Cell Model of Huntington: Aggregate Formation (GFP); PC12 HttQ103-GFP aggregates, Acumen cytometry, 40 h; Potency, µM (series often up to 46.1 µM), for inactives: top-dose activity change, negative = inhibition, most hits filed as inhibitors; hit rate 1.1% among 220,000; also: % is scaled to controls: 0 for no effect and ±100 for the full control effect; nearly all actives have a fitted effect of over 60% in size
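Ecdysone-promoter PC12 model expressing HTT exon 1 Q103 fused to GFP, induced by tebufenozide at 100 nM final. Compounds titrated; aggregates sized 1–25 µm scored on a 488 nm laser cytometer.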
SMN2 splice enh – qHTS Assay for Enhancers of SMN2 Splice Variant Expression | HEK293 SMN2-luciferase splicing reporter, luminescence, 30-36 h | Potency, µM (series often up to 46.1 µM), for the others: at the top dose activity change, positive = activation, usual class: activators | hit rate 2.8% among 210,000; also: % of control where 0% means no effect; nearly all actives have a fitted effect of over 55% in size
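HEK293 cells carry an SMN2 […]–luciferase reporter in which exon 7 inclusion puts luciferase in frame. Cells were plated 10-12 h before compound addition, then incubated 30-36 h at 37C. ONE-Glo luminescence was read; sodium butyrate at 4.5 mM final served as control.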
ALDH1A1 inh – qHTS Assay for Inhibitors of Aldehyde Dehydrogenase 1 (ALDH1A1) | Aldehyde dehydrogenase 1A1 (Homo sapiens), P00352 | Purified ALDH1A1, NADH fluorescence, propionaldehyde substrate | Potency, µM (doses to about 75.3 µM), inactives show at the highest dose activity, negative = inhibition, hits mostly inhibitors | hit rate 7.3% among 220,000; active = well fitted inhibition curve with a large enough effect, not every such curve was filed as active; inconclusive = small, poorly fitted or top-dose-only effect, or another doubt; inactive = no such curve, though single readings can be large or run the other way;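 also: plate controls were no enzyme wells and a reference inhibitor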
Target sequence (P00352 whole entry, looked up): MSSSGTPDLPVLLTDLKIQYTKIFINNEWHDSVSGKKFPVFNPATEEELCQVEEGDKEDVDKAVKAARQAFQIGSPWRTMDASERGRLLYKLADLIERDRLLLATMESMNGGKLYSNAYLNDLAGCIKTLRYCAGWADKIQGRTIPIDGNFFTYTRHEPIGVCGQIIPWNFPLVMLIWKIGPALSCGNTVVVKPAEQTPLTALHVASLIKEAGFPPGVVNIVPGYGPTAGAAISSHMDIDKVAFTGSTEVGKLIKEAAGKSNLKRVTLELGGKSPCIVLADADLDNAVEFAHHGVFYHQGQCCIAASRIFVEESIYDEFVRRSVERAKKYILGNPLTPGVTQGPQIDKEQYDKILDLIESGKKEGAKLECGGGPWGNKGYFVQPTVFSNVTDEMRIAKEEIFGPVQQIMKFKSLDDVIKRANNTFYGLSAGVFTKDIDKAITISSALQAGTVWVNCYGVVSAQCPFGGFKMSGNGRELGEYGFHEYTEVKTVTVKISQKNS
HTT ATP protect – qHTS Multiplex Assay to Identify Dual Action Probes in a Cell Model of Huntington: Cytoprotection (ATP); PC12 HTT-Q103 induced, cytoprotection, ATP luminescence, 40 h; Potency, µM (series often up to 56.4 µM), for the others: cytoprotection (ATP increase), actives largely listed as activators; hit rate 0.14% among 230,000;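 also: % of control where 0% means no effect; nearly all actives have a fitted effect of over 45% in size; toxic huntingtin expression switched on by the ecdysone agonist tebufenozide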
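Quantitative HTS on tebufenozide-induced (100 nM) PC12 cells expressing HTTQ103 exon 1–GFP; compounds tested as a concentration series; survival measured via cellular ATP.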
Tau fibril ThT – qHTS for Inhibitors of Tau Fibril Formation, Thioflavin T Binding. Microtubule-associated protein tau (Homo sapiens), P10636. recombinant tau K18 P301L (four-repeat tau fragment), heparin-induced fibrillization, ThT fluorescence. Potency, µM (titrated, usually from 57.4 µM), for the others: at the highest dose activity, negative = inhibition, hits mostly inhibitors. hit rate 2.1% among 270,000. AID 1460, 2008; also: % is scaled to controls: 0 for no effect and ±100 for the full control effect; nearly all actives have a fitted effect of over 55% in size
Target sequence (P10636 561-689 P618L limits assumed): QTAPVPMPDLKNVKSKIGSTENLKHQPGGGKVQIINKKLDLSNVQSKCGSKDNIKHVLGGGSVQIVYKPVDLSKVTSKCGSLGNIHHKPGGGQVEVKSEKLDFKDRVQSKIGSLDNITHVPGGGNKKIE
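In this qHTS, human K18 P301L tau is incubated with compound and heparin for 6 hr at 37 C, and Thioflavin T fluorescence then reports fibril load.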
Tau fibril FP – qHTS for Inhibitors of Tau Fibril Formation, Fluorescence Polarization | AID 1468, 2008 | K18 P301L tau heparin fibrillization, Alexa594 FP, 6 h | hit rate 0.39% among 280,000 | Potency, µM (series often up to 57.7 µM), inactives show top-dose activity, negative = inhibition, actives largely listed as inhibitors; also: % is scaled to controls: 0 for no effect and ±100 for the full control effect; nearly all actives have a fitted effect of over 55% in size
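FP of Alexa 594-tau after heparin (20 uM) induction. Substrate: human K18 P301L, 15 uM unlabeled, 0.24 uM labeled. Buffer 100 mM sodium acetate pH 7. 6 hr, 37 C.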
Numbers without * were called inactive; ? = inconclusive; · = no result given; & = joins results of further samples; ! = a repeat was not active; [ ] = dose if it differs, or a comment. Unless noted, calls follow the shape of the dose curve; as a rule, active = well fitted curve in the direction sought with a large enough effect; inconclusive = small, poorly fitted or top-dose-only effect, or another doubt; inactive = no such curve, though single readings can be large; an effect the other way counts as inactive or inconclusive. Potency is read from the fitted curve at half-maximal effect. Only part of the results is shown; rates above refer to the full screens.

Results follow in this order: SMN2 splice enh, Tau fibril FP, Tau fibril ThT, ALDH1A1 inh, HTT aggregate, KDM4E inh, Tau fluor counter, HTT ATP protect
(1) COc1ccc(Cc2nnc(SCC(=O)Nc3ncc(C)s3)o2)cc1
    0%, -5%, -8%, 7%, 13%, 3%, -4%, 0%[10 µM]
(2) CCC(C)NC(=O)c1ccccc1C(=O)NC(C)CC (stereo unspecified)
    ·, -3%, -2%, 2%, -9%, 2%, -4%, -2%
(3) Cc1cc2c(C)cc(=O)[nH]c2cc1NC(=O)CCl
    ·, -4%, -17%, ?, -7%[9.22 µM], ?, -9%, 1%[10 µM]
(4) Nc1ccc(S(N)(=O)=O)cc1
    4%, -3%, -2%, -7%, 15%, 2%, -8%, -27%
(5) COc1cc(S(=O)(=O)N2CCC(O)(c3cccc(C(F)(F)F)c3)CC2)ccc1-n1cnnn1
    -41%[inhibitor], 0%, -5%, 8%, -19%, -4%, -14%, -34%
(6) COc1cc2c(cc1OC)n(CC(=O)Nc1ccc(C)cc1C)c(=O)n1nc(-c3ccccc3)nc21
    12%, -17%, -4%, ·, ·, ·, -7%, ·
(7) Clc1ccc(OCc2nn3c(C4CCCCC4)nnc3s2)cc1
    -29%, 9%, -2%, 18µM*, -22%, 1%, 3%, -16%[0.074 µM]
(8) O=C(CSCc1c(Cl)cccc1Cl)NCC1CCCO1 (stereo unspecified)
    3%, 4%, 5%, ?, -16%, 6%, 3%, -1%
(9) O=C(O)c1ccc(NCc2nc3ccccc3n2Cc2ccccc2)cc1
    ·, 0%, -5%, ·, -6%[9.22 µM], -12%, -2%, -6%[10 µM]
(10) CC(=O)Nc1ccc(NC(=O)CN(C)CCC#N)cc1
    8%, 2%, 3%, 1%, -7%, 1%, -2%, -19%
(11) O=C(Cc1ccsc1)N1CCc2c([nH]c3ccccc23)C1c1ccccn1 (stereo unspecified)
    ·, 0%, ?, -15%, 20%, ?, -19%, -27%
(12) COc1ccc2nc(N/C(N)=N/C(=S)Nc3cccc(C)c3)nc(C)c2c1
    -29%, -9%, ?, ?, -20%, ?, -24%, 7%[10 µM]
(13) COc1ccccc1NC(=O)COc1ccc(CO)cc1Cl
    76%, -3%, ?, -4%, -5%, -1%, -10%, 21%
(14) c1ccc(-c2nc(N3CCCC3)nc3ccccc23)cc1
    12%, -3%, -8%, ?, 13%, ?, 0%, ·
(15) C=CCNC(=O)c1ccc(C2SCC(=O)N2Cc2ccco2)cc1 (stereo unspecified)
    -18%, -8%, -19%, ?, -24%, ?, -13%, -40%[inhibitor]

Ordered by value in ALDH1A1 inh (ascending): 3 from the list above
No.	SMILES	ALDH1A1 inh
13	COc1ccccc1NC(=O)COc1ccc(CO)cc1Cl	-4%
1	COc1ccc(Cc2nnc(SCC(=O)Nc3ncc(C)s3)o2)cc1	7%
5	COc1cc(S(=O)(=O)N2CCC(O)(c3cccc(C(F)(F)F)c3)CC2)ccc1-n1cnnn1	8%

The results go on:
Results follow in this order: SMN2 splice enh, Tau fibril FP, Tau fibril ThT, ALDH1A1 inh, HTT aggregate, KDM4E inh, Tau fluor counter, HTT ATP protect
(16) O=C(CCn1ccc([N+](=O)[O-])n1)NC1CCCCCC1
    6%, 5%, 1%, -1%, 10%, 7%, 0%, 3%[10 µM]
(17) COc1ccccc1CN(CC(=O)NCc1ccco1)C(=O)CNS(=O)(=O)c1ccccc1
    11%, 1%, -16%, ?, 7%, 2%, 1%, 9%
(18) Cc1ccc(C2C(C#N)=C(N)Oc3cc4c(cc32)OCO4)cc1 (stereo unspecified)
    30%, 8%, -9%, ?, ?, ?, ?, -25%[10 µM]
(19) c1ccc(C2=NNC(=NCc3ccc4c(c3)OCO4)SC2)cc1
    ·, -2%, ?, 25µM*, 7%, 1%, -24%, 19%[10 µM]
(20) CCOC(=O)c1sc2ncn(/N=C/c3ccccn3)c(=O)c2c1C
    7%, 4%, ?, ?, 8%, -1%, -1%, 18%
(21) CC1c2ccsc2CCN1C(=O)NC(=O)c1ccc(Cl)cc1 (stereo unspecified)
    ·, -2%, -2%, ·, -10%[9.22 µM], 1%, -7%, 0%[10 µM]
(22) C[C@@H](C(=O)O)[C@H]1C[C@]1(C)[C@H](NC(=O)OCc1ccccc1)c1ccccc1
    -13%&-9%, 8%&10%, 16%&-6%, 7.1µM*, 9%, 3%&1%, 9%&5%, 14%
(23) CCCCN(C)Cc1c(C)[nH]c2c(Cl)cccc2c1=O
    0%, -2%, -10%, 6%, 0%, -6%, -4%, 1%[10 µM]
(24) COC(=O)CCCC1=CC2=CC(=O)C(C)(OC(=O)c3cccs3)C(=O)C2=CN1Cc1ccccc1 (stereo unspecified)
    1%[9.22 µM], ?, 13µM*!, -9%[13.5 µM], 25%[9.22 µM], -19%[11.4 µM], -5%[11.6 µM], -24%&8%[10 µM]
(25) CCOCC(=O)Nc1nc(C)cc(C)n1
    13%, 7%, -5%, 12%, 20%, -3%, 4%, ·
(26) OC(c1ccc(Cl)cc1)c1nnc(-c2ccccc2)o1 (stereo unspecified)
    -16%, -6%, -1%, 0%, -23%, -2%, -3%, 0%
(27) CC1CCCN(S(=O)(=O)c2ccc(NC(=O)CCN3C(=O)c4ccccc4C3=O)cc2)C1 (stereo unspecified)
    ·, 0%, -11%, 8%, 8%, 3%, -7%, -24%
(28) O=C(Nc1cccc(OC(=O)c2ccco2)c1)c1ccco1
    0%, -2%, -11%, 8%, 3%, 1%, -5%, -9%
(29) COc1ccc(-c2nnc(N(C)C(=O)c3cccnc3)s2)cc1
    16%, 1%, -14%, -5%, -12%, -14%, -6%, -69%[inhibitor]
(30) Cc1ccc2nc(NCCCN3CCOCC3)c(C=NCCCN3CCOCC3)c(=O)n2c1
    -6%, 0%, -2%, ?, -10%, ?, 2%, -3%[10 µM]
(31) CCOC(=O)N1CCN(C(=O)c2ccc3c(=O)n(Cc4ccc(OC)cc4)c(=S)[nH]c3c2)CC1
    -51%[inhibitor], ?, -11%, -15%, -16%, 1%, -23%, 1%[10 µM]
(32) Cc1ccc(S(=O)(=O)N(C)CC(=O)O/N=C(\N)c2ccccn2)cc1
    -11%, 0%, 0%, 3%, 9%, -1%, -4%, -9%
(33) C=C(C)CSc1nnc(-c2ccccc2)n1N
    9%, -2%, 3%, -4%, 4%, 13%, -1%, -6%
(34) CCn1cc(Cl)c(C(=O)NNC(=O)CCn2nc(C)c([N+](=O)[O-])c2C)n1
    4%, 2%, -3%, -3%, 9%, 4%, 0%, 7%[10 µM]
(35) COc1ccc(CCNC(=O)C2CCCN(S(C)(=O)=O)C2)cc1OC (stereo unspecified)
    15%, -4%, -2%, 8%, 18%, -3%, -1%, -4%
(36) COc1ccc(Cn2c(CCC(=O)Nc3ccc(CC#N)cc3)nc3cccnc32)cc1
    -14%, ?, -16%, 11%, 4%, 3%, -22%, -5%
(37) Cc1ccc(-c2nc3c(c(=O)[nH]c(=O)n3Cc3ccccc3)n2C)s1
    ·, -8%, -13%, ·, 1%[9.22 µM], ?, -12%, 8%[10 µM]
(38) Fc1ccc(Nc2nc(Oc3ccccc3F)nc(N3CCCC3)n2)cc1
    -13%, -9%, 9%, ?, -6%, -4%, -18%, -11%
(39) COCc1ccc2oc(C(=O)O)cc2c1
    -10%, 1%, -9%, 9%, 9%, -3%, -4%, -42%
(40) Cn1c(NC(=O)CC(C)(C)C)cc(=O)n(C)c1=O
    -1%, 10%, 1%, 4%, -27%, 6%, 0%, -4%
(41) CC1CC(=O)NN=C1c1cccs1 (stereo unspecified)
    ·, -6%, -5%, ·, -7%[9.22 µM], 2%, -7%, -10%[10 µM]
(42) Cc1cccc(OCC(=O)O/N=C(\N)c2ccc(Br)cc2)c1
    ·, 6%, ·, ·, -38%[9.22 µM], -5%, -4%, 6%[10 µM]
(43) COC(=O)C/C=C/C(C)C(OC)c1ccccc1Br (stereo unspecified)
    ·, 0%[11.6 µM], -13%[11.5 µM], 4%[13.5 µM], ·, ·, -13%[11.6 µM], 18%[10 µM]
(44) CC(C)(C)c1cc(=O)n2[nH]c(N)nc2n1
    -23%, -4%, 8%, 8%, 7%[9.22 µM], -19%, 9%, 8%[10 µM]
(45) Cc1ccc(NC(=O)C2CCCN(S(=O)(=O)c3cnc[nH]3)C2)cc1C (stereo unspecified)
    -9%, 2%, -4%, 5%, -25%, -2%, 11%, 1%[10 µM]
(46) O=C(NCc1ccc(Cl)cc1)c1csc(-c2cccnc2)n1
    ·, 2%, ·, ·, -6%[9.22 µM], 1%, -24%, -1%[10 µM]
(47) COCCn1c(C)cc(C2=NNC(=NC(C)(C)C)SC2)c1C
    -27%, ?, ?, ?, 2%, ?, -15%, -4%
(48) Cc1cc(C)n2nc(C(=O)N/N=C/c3cccs3)nc2n1
    ·, 6%, 1%, 0%, -5%[9.22 µM], -10%, -3%, -3%[10 µM]
(49) CC(C)(C)NC(=S)NNC(=O)[C@H]1C[C@@H]1c1ccccc1
    ·, 3%, -6%, ·, 11%[9.22 µM], 12%, -9%, 27%[10 µM]
(50) CCCc1nc(SCC(=O)Nc2cc(C)on2)c2c(=O)n(C)c(=O)n(C)c2n1
    -30%, 2%, -1%, 11%, 5%, 8%, 6%, -4%
(51) CN(C)c1ccc(/C=C(\C#N)C(=O)NCc2ccco2)cc1
    ?, 2%, -9%, ?, -21%, -1%, -2%, 10%[10 µM]
(52) O=c1[nH]c(Cl)nc2c1ncn2C1OC(CO)C(O)C1O (stereo unspecified)
    -6%, -1%, 2%, -9%, ·, 10%, -2%, ·
(53) Cc1ccc(NC(NC(=O)c2ccccc2[N+](=O)[O-])C(Cl)(Cl)Cl)cc1 (stereo unspecified)
    -26%, 4%, 3%, 5%, 3%, -1%, -12%, 11%[10 µM]
(54) CCOC(=O)C1=NOC(CNC(=O)C2=NOC(CNC(=O)c3c(-c4ccccc4Cl)noc3C)C2)C1 (stereo unspecified)
    -4%, -4%, 3%, 6%, -4%, 0%, 2%, 20%
